# Bioassay records from PubChem BioAssay.
# PTHR1 agonist: qHTS for PTHR1 Agonists: Primary Screen | Parathyroid hormone/parathyroid hormone-related peptide receptor (Homo sapiens), Q03431 | HEK293 GP2 PTHR1 cells, GloSensor cAMP luminescence, 1 h | Potency, µM (top dose mostly 115 µM), for inactives: at the top dose activation, actives largely listed as activators | 0.075% of 410,000 active; further: potency means the concentration at half of the fitted maximal effect; nearly all actives have a fitted effect of over 55% in size; some results filed as inactive show a strong effect at the top dose; inactives centre near -15; many of its hits are not listed in these tables
# Target sequence (Q03431 whole entry, looked up): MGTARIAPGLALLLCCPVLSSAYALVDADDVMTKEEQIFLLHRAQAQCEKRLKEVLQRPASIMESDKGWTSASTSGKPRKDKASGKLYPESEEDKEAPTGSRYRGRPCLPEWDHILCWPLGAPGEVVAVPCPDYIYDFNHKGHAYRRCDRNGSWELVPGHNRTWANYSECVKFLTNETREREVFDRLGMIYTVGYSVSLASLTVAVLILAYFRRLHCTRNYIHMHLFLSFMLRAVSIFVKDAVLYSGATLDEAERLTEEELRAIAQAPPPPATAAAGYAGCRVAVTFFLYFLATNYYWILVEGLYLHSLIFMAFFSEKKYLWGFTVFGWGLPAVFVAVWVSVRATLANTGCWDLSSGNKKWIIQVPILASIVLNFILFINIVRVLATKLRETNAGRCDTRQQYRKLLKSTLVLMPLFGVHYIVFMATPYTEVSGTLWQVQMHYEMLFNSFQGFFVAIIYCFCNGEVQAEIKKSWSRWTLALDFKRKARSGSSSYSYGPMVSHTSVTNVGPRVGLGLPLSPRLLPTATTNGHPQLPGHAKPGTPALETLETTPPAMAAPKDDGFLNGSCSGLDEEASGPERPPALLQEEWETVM
#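 HEK-293-derived GP2 cells expressing PTHR1 and a GloSensor cAMP reporter, 3,000/well, plated overnight, given luciferin plus IBMX (each 0.5 mM as added) for 1 h at 37 °C, then compound for 1 h at 37 °C. Luminescence was read after 15 min at room temperature.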
# Akt phos inh: HTS Assay for Inhibitors of Akt Phophorylation: Primary Screen | Neuro2A IGF-stimulated pAkt S473 HTRF, 20 min; hits give low values | activity change, % for hits at 50 µM | 0.32% of 360,000 active | AID 651550, 2012; in the data active means activity change below about -80%; inconclusive means mostly about -51% to -80%; further: on the % scale 0 is the no-effect control and ±100 the full control effect
#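 Single-point screen (50 µM final compound) in Neuro2A cells stimulated 20 min with 6 nM IGF at 37 deg C. After lysis, Ser473-phosphorylated Akt read by HTRF (ex 330 nm, em 615/665 nm) as the 665/615 ratio.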
# Mm-Cpn inhibitor: Inhibitors of TCP-1 ring complex (TRiC) of Methanococcus maripaludis (MmCpn): qHTS | Potency, µM (series often up to 76.9 µM), for the others: at the top dose activity, negative = inhibition, hits mostly inhibitors | purified Mm-Cpn ATPase, ADP Transcreener TR-FRET | Chaperonin Mm-Cpn (Methanococcus maripaludis) | 0.031% of 330,000 active; further: potency means the concentration at half of the fitted maximal effect; on the % scale 0 is the no-effect control and ±100 the full control effect; nearly all actives have a fitted effect of over 80% in size
#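 Reaction buffer contained 30 mM Tris pH 7.4, 100 mM KCl, 5 mM MgCl2 and 1 mM DTT. Mm-CPN (25 nM final) hydrolysed 10 uM ATP over 30 min at 37°C; ADP was read by HTRF.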
# aSyn rescue: qHTS of alpha-syn Inhibitors; Potency, µM (doses to about 46.1 µM), without a hit: at the highest dose growth rescue (activation), hits mostly activators; 0.14% of 370,000 active; Yeast expressing alpha-synuclein, growth rescue, BacTiter-Glo, 24 h; AID 652106, 2013; further: potency means the concentration at half of the fitted maximal effect; % of control where 0% means no effect; nearly all actives have a fitted effect of over 65% in size
#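 Galactose-induced alpha-syn yeast (OD600=0.02, raffinose-pregrown) + pinned cpd, 24 hr, 30 deg C; growth by BacTiter-Glo luminescence. Growth restoration scores as activation.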
# FUS yeast rescue: qHTS for Suppressors of FUS Proteinopathy: Primary screen using FUS-linked yeast assay. S. cerevisiae FUS-expressing, growth rescue, OD600, 24 h. Potency, µM (titrated, usually from 76.6 µM), inactives show at the top dose growth rescue (activation), most hits filed as activators. 0.24% of 390,000 active. AID 1347120, 2019;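 further: potency means the concentration at half of the fitted maximal effect; plate controls were DMSO vehicle for no effect and reference control for full effect; nearly all actives have a fitted effect of over 55% in size; some results filed as inactive show a strong effect at the top dose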
#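 FUS-expressing yeast, raffinose-pregrown, induced in 2% galactose minimal medium at OD 0.005; compounds in a dilution series, 24hr at 30C. Growth restoration read as absorbance at 600 nm. CP55940 positive control, DMSO negative.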
# Abeta rescue: qHTS for compounds that reverse cellular toxicity of Amyloid beta (A-beta) peptide in yeast: Primary Screen | yeast expressing A-beta42, growth rescue, OD600, 48 h; response scale: 0% DMSO, 100% iron-clioquinol control | 0.063% of 410,000 active | Potency, µM (top dose mostly 46.1 µM), for inactives: at the highest dose growth rescue, usual class: activators | AID 1347071, 2019; further: potency means the concentration at half of the fitted maximal effect; nearly all actives have a fitted effect of over 55% in size
#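 Yeast growth medium received pinned compounds, then yeast cells expressing toxic A-beta were added; plates incubated at 30 C for 48 hr. Growth read as absorbance at 600 nm, normalized to DMSO and equimolar FeCl3 plus clioquinol controls.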
# GLP1R cytotox: qHTS of GLP-1 Receptor Inverse Agonists: Cytotox Screen; HEK293 cAMP-luciferase reporter cells, luminescence, 24 h; Potency, µM (titrated, usually from 38.3 µM), inactives show at the top dose activity change, negative = inhibition, most hits filed as inhibitors; 0.13% of 410,000 active; AID 624418, 2012;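 further: loss of luciferase light is scored as toxicity; potency means the concentration at half of the fitted maximal effect; on the % scale 0 is the no-effect control and ±100 the full control effect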
#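 1536-well qHTS counterscreen of the MLSMR; 200 cells/uL, 12 h pre-incubation, 23 nL cpd, 24 h at 37 deg C 5% CO2, luciferase detection reagent, 12 min RT, luminescence. Inhibition = undesired.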
# GLP1R inv ag: qHTS of GLP-1 Receptor Inverse Agonists (Inhibition Mode). Glucagon-like peptide 1 receptor (Homo sapiens), P43220. HEK293 GLP-1R CRE-luciferase, luminescence, 24 h; GLP-1R form is constitutively active. Potency, µM (highest dose often 38.3 µM), for inactives: at the highest dose activity change, negative = inhibition, hits mostly inhibitors. 1.6% of 410,000 active. AID 624417, 2012; further: potency means the concentration at half of the fitted maximal effect; on the % scale 0 is the no-effect control and ±100 the full control effect; nearly all actives have a fitted effect of over 55% in size
# Target sequence (P43220 whole entry, looked up): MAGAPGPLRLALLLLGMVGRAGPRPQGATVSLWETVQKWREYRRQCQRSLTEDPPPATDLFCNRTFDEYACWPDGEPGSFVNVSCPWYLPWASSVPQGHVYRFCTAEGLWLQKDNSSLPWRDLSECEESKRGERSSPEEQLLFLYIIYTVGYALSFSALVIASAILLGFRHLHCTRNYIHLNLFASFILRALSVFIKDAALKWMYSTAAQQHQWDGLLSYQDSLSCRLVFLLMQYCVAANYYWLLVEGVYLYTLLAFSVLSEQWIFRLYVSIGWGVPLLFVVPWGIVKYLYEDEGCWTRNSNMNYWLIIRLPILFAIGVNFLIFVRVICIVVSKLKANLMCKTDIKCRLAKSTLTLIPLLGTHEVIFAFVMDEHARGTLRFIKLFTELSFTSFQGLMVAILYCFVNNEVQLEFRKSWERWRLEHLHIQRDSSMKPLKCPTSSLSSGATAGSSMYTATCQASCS
#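 Seeding at 200 cells/uL, 12 h culture, 24 hr compound treatment, then luciferase reagent and a luminescence read; cells are HEK293 stably expressing a constitutively active GLP-1R plus cAMP-responsive luciferase.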
# TDP43 rescue: qHTS of TDP-43 Inhibitors. TDP-43 expressing yeast growth rescue, BacTiter-Glo, 24 h. Potency, µM (doses to about 46.1 µM), without a hit: top-dose growth rescue (activation), hits mostly activators. 1.8% of 410,000 active. AID 652104, 2013; further: potency means the concentration at half of the fitted maximal effect; % of control where 0% means no effect; nearly all actives have a fitted effect of over 50% in size
#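 Yeast expressing TDP-43 (pregrown in raffinose, seeded at OD600=0.02 in galactose medium) exposed to compounds 24 hr at 30 deg C. Growth read by BacTiter-Glo luminescence; rescue of toxicity appears as increased signal.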
# * hit, by the source's call; i = inactive; ? = inconclusive; . = not tested or not shown; & = joins results of further samples; [ ] = remark or other dose. Unless noted, the call rests on the fitted dose curve; in most records, active means well fitted curve in the direction sought with a large enough effect; inconclusive means small, poorly fitted or top-dose-only effect, or another doubt; inactive means no such curve, though single readings can be large; an effect the other way counts as inactive or inconclusive.
molecule	GLP1R inv ag	PTHR1 agonist	Abeta rescue	FUS yeast rescue	GLP1R cytotox	TDP43 rescue	Akt phos inh	aSyn rescue	Mm-Cpn inhibitor
Cc1ccccc1C(=O)Nc1cccc(C(=O)N/N=C/c2cc(Cl)cc([N+](=O)[O-])c2O)c1	?	-3%	-16%	32%	-24%	16%	i	5%	-5%
COc1ccc(NC(=O)Cc2ccsc2)cc1S(=O)(=O)N1CCOCC1	5%	i	-20%	-6%	-2%	14%	i	5%	1%
CC1(C)CCC[C@]2(C)[C@H]3Cc4cc(O)ccc4O[C@]3(C)CC[C@@H]12	-16%	-6%	-46%[inhibitor]	36%	0%	-85%[inhibitor]	i	1%	0%
CCc1nc2c(OCc3cccc(OC)c3)cccn2c1N(C)C(=O)c1ccccc1F	?	-12%	-8%	20%	-17%	5%	i	10%	.
COc1ccccc1NC(=O)CSC1=NC(=O)C(Cc2ccccc2)C(=O)N1 (stereo unspecified)	0%	-9%	-3%	3%	6%	-21%	i	1%	1%
CCOC(=O)c1c(C)nc2ccccc2c1C	51%[activator]	i	4%	-5%	-9%	24%	i	0%	0%
Nc1ncnc2c1ncn2[C@@H]1O[C@H](C(=O)N2CCC[C@@H]2C(=O)OCc2ccccc2)[C@@H](O)[C@H]1O	33%[activator]	i	-3%	0%	1%	7%	i	-7%	.
Cc1ccccc1/C=N/n1c(C2CCCCC2)n[nH]c1=S	?	i	18%	-37%	?	6%	i	-5%	1%
Cc1ccc(S(=O)(=O)Oc2ccccc2/C=N/O)cc1	?	-35%[inhibitor]	7%	-33%	7%	?	i	12%	0%
Cc1ccc(S(=O)(=O)c2cn(C)c3cc(N4CCCCCC4)c(F)cc3c2=O)cc1	0%	-9%	-1%	-27%	1%	19%	.	.	.
CCN(CC)S(=O)(=O)c1ccc(-n2cnc3cc(C)c(C)cc32)nc1	8%	-15%	-14%	21%	8%	2%	i	-7%	1%
O=[N+]([O-])c1ccc(-c2cnc(NO)nc2)cc1	11%	-21%	-11%	0%	-9%	15%	i	8%	-3%
COc1ccc2oc(C(=O)CCC(=O)O)c(N)c2c1	7%	-21%	3%	-8%	2%	3%	i	?	0%
Cn1c(-c2ccc3nc(N)sc3c2)nc2cc(N)ccc21	72%[activator]	-4%[57.5 µM]	?	33%	-16%	?	i	-4%	-8%
Cc1ccc(S(=O)(=O)N2CCN(S(=O)(=O)c3ccc4c(c3)OCCO4)CC2)cc1	-7%	-7%[57.5 µM]	5%	12%	7%	-3%	i	0%&-7%	-1%
O=[N+]([O-])c1ccc(O)c(P(=O)(c2ccccc2)c2ccccc2)c1	?	-51%[inhibitor]	-8%	22%	?	-4%	i	2%	1%
Cc1ccc(CN2CCNC(=O)C2CC(=O)O)o1 (stereo unspecified)	4%	i	5%	-3%	2%	0%	i	0%	-1%
CC(C)N1CCC(=NNC(=O)c2ccc(Br)o2)CC1	30%[activator]	-1%[57.5 µM]	2%	21%	17%	-6%	i	0%	-1%
N#Cc1c(C(F)(F)F)cc(-c2cccs2)nc1SCc1cccnc1	-40%	-18%[57.5 µM]	-4%	-22%	-1%	-2%	i	0%	1%
COc1ccc(CNC(=O)CN(c2ccc(C)cc2)S(=O)(=O)c2c(C)nn(C)c2C)cc1	17%	i	-3%	13%	0%	4%	i	10%	1%
CCCc1ccc(C(=O)CCC(=O)NNC(=O)c2ccncc2)cc1	9%	i	-5%	0%	5%	13%	i	-4%	0%
CC1CCN(C(=O)Cn2cc(SCC(=O)NCc3ccc(F)cc3)c3ccccc32)CC1	?	-9%	17%	10%	-22%	21%	.	.	.
CC1CC(C)CN(CCCNC(=O)C2CCCN(S(=O)(=O)N3CC(C)CC(C)C3)C2)C1 (stereo unspecified)	-4%	?	0%	6%	1%	13%	i	-7%	-4%
Cc1ccc(-c2cccc(CN3CCN(C(C)C)C(CCO)C3)c2)o1 (stereo unspecified)	?	i	2%	-6%	-12%	?	i	-1%	-4%
Cc1ccccc1-c1nc(CS(=O)(=O)CC(=O)N2CCN(c3ccccc3)CC2)c(C)o1	?	-15%	-1%	53%	-11%	13µM*	.	.	.
O=C(COC(=O)COc1ccccc1)Nc1ncc([N+](=O)[O-])s1	12%	-13%	-5%	.	-17%	-1%	i	-6%	1%
COc1ccc(NC(=O)c2ccc3oc(=O)c(S(=O)(=O)c4ccc(F)cc4)cc3c2)cc1OC	3%	-22%	-10%	2%	-2%	-2%	.	.	.
CCc1nc(SCC(=O)N2c3ccccc3Sc3ccccc32)c2ccccc2n1	6%	8%[57.5 µM]	0%	18%	-23%	17%	i	5%	-3%
O=C(NCC(=O)N1CCCC(C(F)(F)F)C1)c1ccc(Oc2ccccc2)cc1 (stereo unspecified)	?	-88%[inhibitor]	-15%	16%	-6%	16%	i	19%	-10%
COc1cc2nc(-c3ccccc3C)oc(=O)c2cc1OC	0%	?	-17%	-5%	-1%	-38%[inhibitor]	i	-3%	-1%
Cc1ccc(NCc2ccc([N+](=O)[O-])s2)cc1	65%[activator]	i	20%	22%	-3%	11µM*	i	17%	-1%
Cc1nc(SCC(=O)NC2CC2)c2c(C)c(C)sc2n1	27%	i	11%	12%	376%[activator]	16%	i	9%	0%
O=C(N/N=C/c1c(Cl)nc2ccccn2c1=O)c1cccnc1	8%	i	-25%	-4%	-10%	22%	i	3%	-1%
CC(C)Oc1ccc(NC(=O)c2ccncc2)cc1	1%	-5%	7%	-28%	-2%	17%	i	-11%	-1%
COc1ccc(C(=O)Nc2nc(-c3ccc(Br)cc3)ns2)cc1	-4%	-12%	5%	14%	0%	8%	.	.	.
CCc1nccn1S(=O)(=O)c1ccc2ccc(C)cc2c1	9%	i	25%[9.22 µM]	-51%	-7%	13%	i	5%	-1%
CCn1c(CSc2ncccn2)nnc1SCC(=O)N1c2ccccc2CC1C (stereo unspecified)	-10%	i	8%	31%	-35%	-6%	.	-7%	1%
Cc1ccc(NC(=O)c2cncc(Br)c2)c(O)c1	?	-8%	-1%	-7%	4%	?	i	-2%	3%
O=C(CSc1nccn1Cc1ccccc1)NCc1ccccc1Cl	-26%	-17%	2%	-13%	-3%	16%	.	14%	.
OCCNCc1cccc(-c2ccccc2)c1O	?	-1%	-1%	-8%	-10%	-1%	i	2%	.
CCCC1CCC(C(=O)Nn2c(C)nc3ccccc3c2=O)CC1 (stereo unspecified)	?	i	-18%	.	-16%	4%	i	-19%	-2%
CSc1nc2c(c(=O)[nH]1)C(c1ccccc1Cl)CC(=O)N2 (stereo unspecified)	2%	-1%	-6%	8%	-4%	-23%	i	-5%	0%
Cc1ccc(S(=O)(=O)N(C)Cc2ccc(C(=O)N/N=C3\CCCC(=O)C3)cc2)cc1	-6%	-14%	1%	.	-2%	16%	i	0%	0%
CCC(C)[C@H]1CNC(=O)C(=O)N1CCc1cccc(F)c1 (stereo partly specified)	13%	-22%	-14%	-12%	0%	3%	i	-7%	.
CC(=O)Nc1ccc(S(=O)(=O)NNc2ccc([N+](=O)[O-])cc2)cc1	-26%	-1%	-60%[inhibitor]	11%	-8%	16%	i	3%	-1%
Cc1nn(C)c(C(=O)Sc2cccc(Cl)c2)c1[N+](=O)[O-]	-31%	-7%	-49%[inhibitor]	-3%	-11%	6%	i	1%	2%
CC1CCN(C(=O)CCN2C(=O)C3C4C=CC(C4)C3C2=O)CC1 (stereo unspecified)	-8%	-13%	9%	0%	-3%	21%	i	-1%	-1%
CC1(C)Cc2c(c(N3CCOCC3)nc3sc4c(NN)ncnc4c23)CS1	145%[activator]	i	16%	27%	6%	9%	i	13%	-2%
CCn1c(Cn2nnc(-c3ccccc3)n2)nnc1SCc1ccc(Cl)c(Cl)c1	?	i	?	33%	-21%	?	i	?	1%
CC1(C)N=C(N)N=C(N)N1c1cc(Cl)ccc1Cl	3%	-11%	-10%	1%	9%	-2%	i	7%	.
COc1ccccc1CCNC(C)CCc1ccc(O)cc1 (stereo unspecified)	?	-52%[inhibitor]	14%	7%	0%	19%	i	1%	1%
Cc1ccc(N2C(=O)c3ccccc3C2=O)cc1C	10%	i	-7%	-14%	-9%	14%	i	-3%	0%[15.4 µM]
CC(=O)c1cc(-c2ccc(F)cc2)n(CCC(=O)Nc2nc3ccc(C)cc3s2)c1C	-9%	-7%	1%	4%	-7%	6%	.	.	.
CCC1(c2ccccc2)NC(=O)N(CC(=O)Nc2cccnc2Cl)C1=O (stereo unspecified)	7%	i	-16%	-2%	2%	7%	i	1%	-1%
O=C(O)CSC(NC(=O)c1cccnc1)(C(F)(F)F)C(F)(F)F	0%	i	16%	2%	0%	?	i	0%	4%

# These rows are one share of the data (hit frequency here may not be typical).
